Screening results: PubChem BioAssay, National Center for Advancing Translational Sciences (NCATS)
ERK EGF inh = EGF-driven ERK pathway inhibition. HEK293-V1b, EGF-stimulated phospho-ERK AlphaScreen. Potency, µM (doses to about 11.5 µM), without a hit: at the top dose activity change, negative = inhibition, actives largely listed as inhibitors. hit rate 0.41% among 130,000. AID 1454; active means well fitted inhibition curve with a large enough effect; inconclusive means small, poorly fitted or top-dose-only effect, or effect the other way;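 further: plate controls were stimulated vehicle wells for no effect and unstimulated vehicle basal for full effect; nearly all actives have a fitted effect of over 55% in size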
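Readout: AlphaScreen signal for phosphorylated ERK in lysed HEK293 cells stably expressing V1b. Stimulus 25 nM EGF, 5 min, following 30 min compound exposure. Data scaled to DMSO basal and full EGF activation.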
Starred values were filed as active, the others as inactive; ? = inconclusive; & = joins results of further samples; [ ] = another dose, or the depositor's remark. Potency means the concentration at half of the fitted maximal effect. Only part of the results is shown; count on the stated rates, not on these rows.

| SMILES | ERK EGF inh |
| --- | --- |
| CCCCCCCCCC[Si](C)(C)CCC(=O)NC(Cc1ccc(C)cc1)c1ccccc1 (stereo not drawn) | 16% |
| CSc1cccc(NC(=O)N2CCN(C)CC2)c1 | 4%[57.5 µM] |
| CCN(CC)C(=O)C(=O)c1cn(CC(=O)NCC2CCCO2)c2ccccc12 (stereo not drawn) | -6% |
| CCOc1ccc(-n2c(SCC(N)=O)nc3sc4c(c3c2=O)CCN(C)C4)cc1 | -4%[57.5 µM] |
| COc1cc(Cl)c(C)cc1NC(=O)[C@@H]1CCCN1C(=O)c1cccs1 | 2% |
| CCNc1ccc(C(=O)OCC(=O)N2c3ccccc3NC(=O)C2(C)C)cc1[N+](=O)[O-] | -1% |
| CCCOc1ccc(N2C(=O)CC(N3CCN(CCN=CC4C(=O)CC(C)(C)CC4=O)CC3)C2=O)cc1 (stereo not drawn) | 5% |
| Cc1ccnc(N/C=C(/NC(=O)c2ccccc2)C(=O)N/N=C\c2ccc(Cl)cc2)n1 | -19%[57.5 µM] |
| Cc1nn2c(NCCN(C)C)c3c(nc2c1-c1ccccc1)CCCC3 | -8%[57.5 µM] |
| NC(=O)CSc1nc2ccccc2nc1SCC(N)=O | -1% |
| CCC(C)(C)NC(=O)C(c1ccncc1)N(C(=O)c1sc(C)nc1C)c1ccc(F)cc1 (stereo not drawn) | -10% |
| CC(=O)c1ccc(NC(=O)CCCN2C(=O)/C(=C/C(C)=C/c3ccccc3)SC2=S)cc1 | -8% |
| COC(=O)C[C@](O)(CCCC(C)(C)O)C(=O)O[C@@H]1C(OC)=C[C@]23CCCN2CCc2cc4c(cc2[C@H]13)OCO4 | -5% |
| Cc1oc(S(=O)(=O)N2CCOCC2)cc1C(=O)Nc1ccc(F)cc1 | ? |
| CC(C)(C)c1ccc(C(=O)N2CCCN(c3ccc([N+](=O)[O-])cn3)CC2)cc1 | 26%[57.5 µM] |
| COc1cc(/C=N/n2cnnc2)ccc1OCC(=O)N1CCOCC1 | -3% |
| COC(=O)c1sccc1NC(=O)CC1C(=O)NCCN1C(=O)Nc1ccccc1 (stereo not drawn) | 0%[57.5 µM] |
| O=C(COC(=O)CNC(=O)c1ccc(F)cc1)Nc1cccc(S(=O)(=O)N2CCCC2)c1 | 4%[57.5 µM] |
| O=C(Cn1cc([N+](=O)[O-])cn1)NCC1CCCO1 (stereo not drawn) | -3% |
| c1ccc(-c2nc(-c3ccccc3)c(Nc3ccc4ccccc4c3)o2)cc1 | 12% |
| O=C(NCc1cccs1)C(=O)c1cn(CC(=O)N2CCOCC2)c2ccccc12 | 11% |
| Cc1ccc(/C=N/NC(=O)c2cccc(S(=O)(=O)N3CCOCC3)c2)o1 | -8% |
| Cc1nc(-c2ccc(S(=O)(=O)N3CCN(C(c4ccccc4)c4ccccc4)CC3)s2)cs1 | -13%[57.5 µM] |
| COc1cc([N+](=O)[O-])ccc1NC(=O)NCc1ccco1 | -3% |
| COc1cc2c3c(c1)C1(C(=O)N3C(C)(C)C=C2C)C(C#N)=C(N)Oc2cc(C)oc(=O)c21 (stereo not drawn) | -2%[57.5 µM] |
| Cc1cc(Nc2cccc(Cl)n2)n(-c2ccccc2)n1 | 1% |
| O=C1c2ccccc2C(=O)N1c1ncn[nH]1 | 1%[57.5 µM] |
| Nc1ccccc1SCc1csc(-c2ccc(Cl)cc2)n1 | -1%[57.5 µM] |
| COc1ccc(C(=O)Cc2ccc(F)cc2)c(OC)c1 | 5% |
| Cc1cccc(NC(=S)N(CCN2CCOCC2)Cc2cc3cc4c(cc3[nH]c2=O)OCO4)c1 | 16% |
| C/C(=N\NC(=S)NCCc1ccccc1)c1cccs1 | -1% |
| CC1(OC(=O)CCc2ccccc2)C(=O)C=C2C=C(c3ccc(C#N)cc3)N(CC3CC3)C=C2C1=O (stereo not drawn) | 1%[57.5 µM] |
| C=C(C)C(=O)Nc1cccc(C2=NOC3(C2)C[C@H](C(N)=O)N(C(=O)CC#N)C3)c1 (stereo partly drawn) | -3%[57.5 µM] |
| CCCOC(=O)c1c(NC(=O)C2C3C=CC(C3)C2C(=O)O)sc2c1CCC(C)C2 (stereo not drawn) | ? |
| CCCOc1ccc(N2C(=O)CC(NCc3cccnc3)C2=O)cc1 (stereo not drawn) | 0% |
| COc1ccc(-c2cc(-c3cccs3)nc(OC)c2C#N)cc1OC | 4% |
| Clc1ccc(-c2c[n+](Cc3ccc(Cl)c(Cl)c3)c3n2CCC3)cc1 | -3% |
| Nc1nc(COc2ccc(Cl)cc2)cs1 | 0% |
| O=C(NCC1CC1)NC(=O)c1c(F)cccc1Cl | 12%[57.5 µM] |
| Cc1ccc2nc(N/C(N)=N/S(=O)(=O)c3ccc([N+](=O)[O-])cc3)nc(C)c2c1 | -2% |

In the list so far, three have a furan ring, fused or not.
| SMILES | ERK EGF inh |
| --- | --- |
| Cc1oc(S(=O)(=O)N2CCOCC2)cc1C(=O)Nc1ccc(F)cc1 | ? |
| Cc1ccc(/C=N/NC(=O)c2cccc(S(=O)(=O)N3CCOCC3)c2)o1 | -8% |
| COc1cc([N+](=O)[O-])ccc1NC(=O)NCc1ccco1 | -3% |

The list continues:
| SMILES | ERK EGF inh |
| --- | --- |
| O=C(Oc1ccc2ccc(OC(=O)N3CCCCCC3)cc2c1)N1CCCCCC1 | -4% |
| CN(Cc1nc(CCc2ccccc2)no1)Cc1cccs1 | -14%[57.5 µM] |
| O=C(COC(=O)c1cccc(O)c1)NCc1ccc2c(c1)OCO2 | 4%[57.5 µM] |
| COc1ccc(N(C(=O)CNC(=O)c2cccs2)C(C(=O)NC2CCCC2)c2cccnc2)cc1 (stereo not drawn) | 12% |
| O=C(O)CCCNS(=O)(=O)Cc1ccccc1 | 0% |
| N#C/C(C(=O)NCc1ccccc1)=C1\SC(CCO)C(=O)N1c1ccccc1 (stereo not drawn) | ? |
| CC(C)CC(C(=O)NC(C)(C)C)N(CC1CCCO1)C(=O)c1snc(C(N)=O)c1N (stereo not drawn) | 27% |
| Cc1ccc(-c2nc3c(c(=O)[nH]c(=O)n3Cc3ccccc3)n2C)s1 | 4%[57.5 µM] |
| CCc1ccc(/C=C2\SC(N3CCCC3)=NC2=O)cc1 | 31% |
| O=C(O)CCC(=O)N1CCCC1C(=O)O (stereo not drawn) | -7% |
| CC(=O)N(CCCN(C)C)Cc1ccccn1 | -9%[57.5 µM] |
| Cc1ccc(NC(=S)N=Nc2c(O)n(C)c3ccc(S(=O)(=O)N4CCOCC4)cc23)cc1 | -2% |
| Cn1c(=O)c2c(nc(SCC(=O)NCC3CCCO3)n2Cc2ccc(F)cc2)n(C)c1=O (stereo not drawn) | 1% |
| CS(=O)(=O)N(CC(=O)NCc1ccco1)c1cccc([N+](=O)[O-])c1 | 5% |
| CC(C)NC(=O)[C@@H]1C[C@@]1(C)[C@@H](NC(=O)OCc1ccccc1)c1ccccc1 | 0%&-9% |
| CCOC(=O)c1c(NC(=O)c2c(Br)cnn2CC)sc(C)c1C | 2% |
| Cc1nc2ccccc2cc1C(=O)N/N=C/c1ccccc1[N+](=O)[O-] | 3% |
| COc1ccc(/C=C\c2onc(C)c2S(=O)(=O)N2CCC(C(=O)NCc3ccco3)CC2)cc1 | -9%[57.5 µM] |
| O=C(Nc1ccccc1C(=O)NC(Cc1ccccc1)C(=O)O)c1ccccc1 (stereo not drawn) | -3% |
| COc1cc(/C=C/C(=O)NCC(=O)N2CCC(N(C)CCN3CCOCC3)CC2)ccc1OC(C)C | 4% |

Reprinted at random: 6 entries already listed, in no set order.
| SMILES | ERK EGF inh |
| --- | --- |
| N#C/C(C(=O)NCc1ccccc1)=C1\SC(CCO)C(=O)N1c1ccccc1 (stereo not drawn) | ? |
| CCc1ccc(/C=C2\SC(N3CCCC3)=NC2=O)cc1 | 31% |
| COc1ccc(N(C(=O)CNC(=O)c2cccs2)C(C(=O)NC2CCCC2)c2cccnc2)cc1 (stereo not drawn) | 12% |
| Cc1ccc(NC(=S)N=Nc2c(O)n(C)c3ccc(S(=O)(=O)N4CCOCC4)cc23)cc1 | -2% |
| O=C(Oc1ccc2ccc(OC(=O)N3CCCCCC3)cc2c1)N1CCCCCC1 | -4% |
| CC(C)CC(C(=O)NC(C)(C)C)N(CC1CCCO1)C(=O)c1snc(C(N)=O)c1N (stereo not drawn) | 27% |

(next part)
SMILES	ERK EGF inh
Cc1ccc(C)c(NC(=O)CN(C)C(=O)c2cc3ccccc3o2)c1	-1%
CC(C)(C)N1CC(OC(N)=O)C1	-12%[57.5 µM]
O=c1[nH]c2cc3c(cc2cc1CN(CCCO)C(=S)NCc1ccco1)OCO3	-7%
Cc1cc(OC(=O)c2ccc(S(=O)(=O)N3CCCC3)cc2)c([N+](=O)[O-])c(=O)[nH]1	0%
COc1ccccc1C/C(N)=N/OC(=O)c1cccc([N+](=O)[O-])c1C	-4%
Cc1cccc(C(=O)NCC(=O)OCC(=O)N2CCCCC2)c1	6%
Cc1ccc(NC(=O)CSc2ccc(-c3cccnc3)nn2)cc1Cl	1%
COC(=O)c1cnc(Nc2cccc(C(F)(F)F)c2)c([N+](=O)[O-])c1	?
CC(=O)NCCc1nc2cc(NC(=O)c3cccs3)ccc2n1C	4%
Cc1c(NC(=O)/C(C#N)=C/c2c(Oc3ccccc3)nc3ccccn3c2=O)c(=O)n(-c2ccccc2)n1C	19%
Cc1ccc2c(c1)nnn2C1CCN(C(=O)c2ccccc2F)CC1	-10%
Fc1ccc(NC(=S)N2CCOCC2)cc1Cl	-8%
CC(NC(=O)c1nn(C)c(=O)c2ccccc12)c1ccccc1 (stereo not drawn)	4%
CNCCCCOc1ccccc1Cc1ccccc1	9%[57.5 µM]
Cc1ccc(CSc2nnc(SCC(=O)N/N=C/c3ccccc3OCC(=O)O)s2)cc1	2%[57.5 µM]
Cc1cccc(CC(=O)c2c[nH]c3ccccc23)c1	8%[57.5 µM]
CCOc1cc(C)c(S(=O)(=O)N2CCCCC2)cc1C	4%
CCCCOc1cc(C[C@@H]2CNC(=O)N2)ccc1OC	-7%
Cc1ccc(OC(C)C(=O)N=Nc2c(O)[nH]c3ccc([N+](=O)[O-])cc23)cc1 (stereo not drawn)	?
Cc1[nH]c(=O)[nH]c(=O)c1N(C)C	-5%
O=C(CCSc1ccccc1)Nc1ccc(S(=O)(=O)Nc2ncccn2)cc1	1%[57.5 µM]
CCOC(=O)C(CCCCCCC(NC(C)=O)(C(=O)OCC)C(=O)OCC)(NC(C)=O)C(=O)OCC	-7%[57.5 µM]
CCN(CC)S(=O)(=O)c1ccc(N2Cc3ccccc3C2=N)cc1	1%[57.5 µM]
COc1ccc(CCNC(=O)COc2ncnc3ccccc23)cc1OC	4%
Cc1ccc(Cn2c(CN3CCOCC3)nc3c2c(=O)n(C)c(=O)n3C)cc1	-1%
CCCCCCCCCCCCCCCC(=O)NCC(COP(=O)([O-])OCC[N+](C)(C)C)OCC (stereo not drawn)	25µM*
CN1CCN(NC(=O)Nc2cccc(Cl)c2Cl)CC1	3%
O=C(COc1cccc(NC(=O)c2cccc([N+](=O)[O-])c2)c1)c1ccc(F)cc1	1%
Cc1nnc(SCC2=C(C(=O)O)N3C(=O)C(NC(=O)c4cccc(F)c4F)C3SC2)s1 (stereo not drawn)	-6%
O=C(N/N=C/C=C\c1ccccc1)c1cnccn1	-6%
COc1cc(C=O)ccc1OCc1ccc(Cl)nc1	-11%
O=C(NC1CCCCCC1)C1CCC(CNS(=O)(=O)c2ccc(Br)s2)CC1 (stereo not drawn)	1%
CCCCCn1c(=N)n(CC(O)COc2ccccc2OC)c2ccccc21 (stereo not drawn)	0%
COC(=O)c1c(-c2ccccc2)csc1N1C(=O)Nc2ccccc2N1O	-9%
COc1cc(OC)cc(C(=O)NC(=S)N2CCCCCC2)c1	7%
CCCCCN(C(=O)NC(=O)Nc1ccc(C)cc1)S(=O)(=O)c1ccccc1	-3%

ERK EGF inh: what is marked active above
SMILES	ERK EGF inh
CCCCCCCCCCCCCCCC(=O)NCC(COP(=O)([O-])OCC[N+](C)(C)C)OCC (stereo not drawn)	25µM*

Additional entries.
SMILES	ERK EGF inh
O=C(/C=C/c1cccs1)N1CCN(c2ccccc2F)CC1	2%
COC(=O)[C@H](CC(C)C)NC(=O)NCCCc1ccccc1	0%
O=c1oc(-c2ccco2)nc2sc3c(c12)CCCCC3	-1%
O=C(NNC(=O)C1CCCO1)c1ccc(F)cc1 (stereo not drawn)	1%
CN(C(=O)CSc1ncc(C(F)(F)F)cc1Cl)c1c(N)n(Cc2ccccc2)c(=O)[nH]c1=O	-1%
O=C(CSCc1ccc(Cl)cc1)NCc1ccccn1	7%
Cc1nc(NC(=O)c2ccc(Cl)cc2)nc2cc3c(cc12)OCO3	-4%
O=C(c1c[nH]c2ccccc12)N1CCN(Cc2ccccc2)CC1	0%
CCc1ccc[n+](-c2[nH]c(=O)sc2/C=N/N=C(\[O-])CCn2c3ccccc3c3ccccc32)c1	-4%[57.5 µM]
CCOC(=O)N1CCN(S(=O)(=O)c2ccc(C(=O)NNc3nc4c(C)cccc4s3)cc2)CC1	-1%
COc1ccc(O)c(C2=Nc3ccccc3N=C(c3ccccc3)C2)c1	?
Cc1ccc(Nc2nc(CSc3nnc(-c4cccnc4)n3-c3ccccc3C)cs2)cc1	3%
COc1ccccc1C1=NNC(=NCc2ccccc2)SC1	-4%
Cc1ccc(NC(=O)c2ccco2)c([N+](=O)[O-])c1	3%
Cn1ncc(Br)c1C(=O)Nc1ccc(Br)cn1	-4%
CN(C(=O)Cn1cc(C#N)c2ccccc21)c1ccccc1	-9%
Cc1ccc(F)cc1NC(=S)NCCc1ccccc1	-2%
CCN1CC(CN(C)Cc2nc(-c3ccco3)oc2C)CC1=O (stereo not drawn)	-7%
Cc1nc(NC(=S)NC(=O)c2cccs2)ccc1Br	-1%
O=C1c2ccccc2C(=O)N1CCCCON1C(=O)c2ccccc2C1=O	-1%
CCOC(=O)N1CCc2c(sc3nc4n(c(=O)c23)N=C(c2ccc(OC)cc2)CS4)C1	6%[57.5 µM]
CCOC(=O)c1ccc(Oc2c(C)oc3cc(OS(C)(=O)=O)ccc3c2=O)cc1	5%
CCn1c(=O)n(CC(=O)Nc2ccc(F)cc2)c(=O)c2ccccc21	-5%
